Bioassay records from PubChem BioAssay.
RBX1-CUL1 inh = human ROC1-CUL1 E3 ligase inhibition; P62877+Q13616; in vitro K48 di-Ub FRET, acceptor:donor ratio, 45 min; inhibition, % at 10 µM; actives 0.6% (n = 140,000); AID 1347404; in the data active = inhibition above about 25%
Target sequence (P62877 whole entry, looked up): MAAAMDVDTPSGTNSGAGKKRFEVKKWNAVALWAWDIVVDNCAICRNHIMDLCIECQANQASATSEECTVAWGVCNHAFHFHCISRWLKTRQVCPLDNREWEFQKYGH
Target sequence (Q13616 whole entry, looked up): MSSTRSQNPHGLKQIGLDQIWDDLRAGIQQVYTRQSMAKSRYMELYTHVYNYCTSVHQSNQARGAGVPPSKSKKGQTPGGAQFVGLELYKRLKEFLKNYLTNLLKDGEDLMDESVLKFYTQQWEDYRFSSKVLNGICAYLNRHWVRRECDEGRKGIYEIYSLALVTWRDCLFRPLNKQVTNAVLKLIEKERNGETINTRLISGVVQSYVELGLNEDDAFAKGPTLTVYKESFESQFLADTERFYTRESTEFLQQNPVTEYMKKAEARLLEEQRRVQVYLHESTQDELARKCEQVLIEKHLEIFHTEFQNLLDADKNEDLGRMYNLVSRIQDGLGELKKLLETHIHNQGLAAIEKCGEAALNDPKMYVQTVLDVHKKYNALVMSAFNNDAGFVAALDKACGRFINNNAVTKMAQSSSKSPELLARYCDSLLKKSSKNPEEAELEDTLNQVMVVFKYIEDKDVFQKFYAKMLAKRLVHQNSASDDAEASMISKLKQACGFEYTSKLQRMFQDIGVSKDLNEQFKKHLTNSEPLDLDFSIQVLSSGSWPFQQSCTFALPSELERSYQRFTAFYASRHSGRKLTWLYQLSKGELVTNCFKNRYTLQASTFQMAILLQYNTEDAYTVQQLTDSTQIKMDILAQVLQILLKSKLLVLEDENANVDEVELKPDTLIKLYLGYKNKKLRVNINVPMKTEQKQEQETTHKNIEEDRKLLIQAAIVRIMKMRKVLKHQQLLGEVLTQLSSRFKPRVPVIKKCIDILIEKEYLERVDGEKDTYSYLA
Numbers without * were called inactive; & = joins results of further samples. These rows are one share of the data; rates above refer to the full screens.

SMILES	RBX1-CUL1 inh
Cc1ccc(-c2nnc(-c3cccc(NC(=O)c4ccc(Br)o4)c3)o2)cc1	-14
CC(=O)N1/C(=C/c2ccc(O)cc2)C(=O)c2ccccc21	60*
CC(C)C(=O)N1CCN(c2nc3c(c(=O)n(C)c(=O)n3C)n2Cc2ccccc2)CC1	-1
COc1cccc(C(=O)Nc2ccc(C(=O)OCc3cc(=O)n4cc(C)sc4n3)cc2)c1	-3
Cc1cc(-n2cccn2)ccc1CNC1CCCc2c1cnn2-c1ccccn1 (stereo unspecified)	-7
Cc1ccc(OC/C=C/CN2CCOCC2)cc1	0
O=C(CSc1nc(-c2ccc(F)cc2)cs1)Nc1ccccn1	-3
Brc1ccc(-c2csc(-c3nc(-c4ccc(Br)s4)cs3)n2)cc1	-2
COc1ccccc1-c1n[nH]c(=S)n1-c1cccc(Cl)c1	3
COc1ccc(-c2csc3nc(-c4ccccc4F)oc(=O)c23)cc1	-10
O=C1C=C(N2CCOCC2)C2(CCCCC2)O1	-10
COC(=O)Nc1ccc(S(=O)(=O)N2CCCC(C(=O)Nc3ccc(OCc4ccccc4)cc3)C2)cc1 (stereo unspecified)	-3
O=C(Nc1ccc(CN2CCOCC2)cc1)c1cc(Cl)ccc1Cl	-7
CCCN1CCC(NC(=O)c2ccc(C(C)(C)C)cc2)CC1	8
COc1ccc(Br)c(C)c1OC	11
COc1ccc(OC)c(-n2nnc3c(sc4nc(C)c(Br)c(C)c43)c2=O)c1	-4
CCOCCCn1c(=N)c(S(=O)(=O)c2ccc(Cl)cc2)cc2c(=O)n3cccc(C)c3nc21	-10
Cc1cccc(CN2CCC(C(=O)N(C)C)CC2)c1	8
O=C(Cn1c(=O)n(CCCS(=O)(=O)C2CCCCC2)c(=O)c2ccccc21)Nc1ccccc1C(F)(F)F	-8
O=C(O)/C=C/c1ccc(OCc2ccccc2F)c(Cl)c1	-3
c1cncc(-c2nn3cnnc3s2)c1	6
COc1ccc(-n2c(SC)nc3sc4c(c3c2=O)CCN(C(C)=O)C4)cc1	-16
CCOC(=O)c1cccc(NC(=O)c2cc(OC)cc(OC)c2)c1	-1
CCOc1ccc(C(C)(C)C)cc1S(=O)(=O)N1CCN(C)CC1	-9
Cc1cc(F)ccc1NC(=O)CS(=O)(=O)c1cccc2nsnc12	-6
O=C(COc1ccc(Br)cc1)Nc1ccc(CN2CCCCC2)cc1	-1
CSCCc1n[nH]c2c1CN(S(=O)(=O)c1cc(C)cc(C)c1)CC2	-9
CN1CCC(N2CCc3c([nH]c4ccccc34)C2)CC1	-3
Fc1ccc(C2SCCCS2)cc1	2
CC1CCc2c(C(=O)N3CCN(c4ncccn4)CC3)csc2C1 (stereo unspecified)	-12
CCOc1ccc(N(CC)C(=O)c2cc3c(=O)oc4ccccc4c3s2)cc1	-1
CN1CCN(C(=O)c2cc(Cl)ccc2NC(=O)c2ccco2)CC1	4
O=C(O)c1ccc(Cl)c(NCc2ccccc2)c1	22
O=C(NCCNC(=O)c1ccco1)c1ccncc1	-2
O=C(Nc1ccc(Cl)cc1)c1cc2c(Cl)nc3ccccc3c2s1	-13
Cc1cc(C)c(C#N)c(SCc2[nH]nc3c2C(c2ccc(F)cc2)C(C#N)C(=N)O3)n1 (stereo unspecified)	-2
CN(C)c1ccc(C(=O)OC(C(=O)c2ccc(Cl)cc2)c2ccccc2)cc1 (stereo unspecified)	-1
CC(C)CC(=O)Nc1ccc(C(=O)OCc2cc(=O)n3nc(C4CCCCC4)sc3n2)cc1	-7
O=C(NN1C(=O)/C(=C/c2ccc(Cl)cc2)SC1=S)c1ccncc1	4
Cc1[nH]n(-c2nc(-c3ccccc3)cs2)c(=O)c1N=Nc1ccc(Cl)c(Cl)c1	-10
Cc1ccc(NC(=O)CCCCCNS(=O)(=O)c2ccc(C)cc2)cc1	-4
CC(=O)N(c1ccccc1)C1CCCC1	3
O=C(Nc1cccnc1)c1ccc2c(c1)C(=O)N(c1ccccc1-c1ccccc1)C2=O	12
N#CC1=CCC(c2cccs2)=NC1=O	2
CCCNC(=S)NC1CCCC1	1
CCOC(=O)c1ccc(NC(=S)N2CCN(C/C=C/c3ccccc3)CC2)cc1	-3
Cn1cccc1/C=N\NC(=O)CN1CCN(Cc2ccccc2)CC1	0
CCSc1ncccc1[N+](=O)[O-]	2
COc1cc(-c2nc(CN(CCO)C(C)C)c(C)o2)ccc1F	-8
O=C(Nc1ccc2nc(SCC(=O)N3CCOCC3)sc2c1)c1ccccc1Cl	4
O=C1c2ccccc2CC1(Cc1ccccc1)Cc1ccccc1	-1
Cc1cccc(CN2CCCC(O)(CN(C)Cc3ccc(C)o3)C2=O)c1 (stereo unspecified)	6
Brc1cccc2nccnc12	-8
CCN1CCN(c2ncc3c(n2)CC(c2ccccc2O)CC3=O)CC1 (stereo unspecified)	-5&-2
COc1ccccc1NC(=O)CN(C)S(=O)(=O)c1ccc2c(c1)c(=O)n(C)c(=O)n2C	3
CCc1ccc2oc(-c3cccc(NC(=O)c4ccccc4Cl)c3)nc2c1	7
COc1ccc(CNC(=O)CN2CCSc3ccccc32)c(OC)c1	7
CCOc1ccc(CCNC(=O)c2ccc(Cn3c(=O)c4cccn4c4cccnc43)cc2)cc1	-7
CC(/C=N/NC(=O)c1ccc(C)c(C)c1)=C\c1ccccc1	2
CN(C(=S)NC(=O)c1ccc(F)cc1)c1ccccc1	4

18 neighbouring compounds from above, for reference:
SMILES	RBX1-CUL1 inh
CC1CCc2c(C(=O)N3CCN(c4ncccn4)CC3)csc2C1 (stereo unspecified)	-12
CCOc1ccc(N(CC)C(=O)c2cc3c(=O)oc4ccccc4c3s2)cc1	-1
CN1CCN(C(=O)c2cc(Cl)ccc2NC(=O)c2ccco2)CC1	4
O=C(O)c1ccc(Cl)c(NCc2ccccc2)c1	22
O=C(NCCNC(=O)c1ccco1)c1ccncc1	-2
O=C(Nc1ccc(Cl)cc1)c1cc2c(Cl)nc3ccccc3c2s1	-13
Cc1cc(C)c(C#N)c(SCc2[nH]nc3c2C(c2ccc(F)cc2)C(C#N)C(=N)O3)n1 (stereo unspecified)	-2
CN(C)c1ccc(C(=O)OC(C(=O)c2ccc(Cl)cc2)c2ccccc2)cc1 (stereo unspecified)	-1
CC(C)CC(=O)Nc1ccc(C(=O)OCc2cc(=O)n3nc(C4CCCCC4)sc3n2)cc1	-7
O=C(NN1C(=O)/C(=C/c2ccc(Cl)cc2)SC1=S)c1ccncc1	4
Cc1[nH]n(-c2nc(-c3ccccc3)cs2)c(=O)c1N=Nc1ccc(Cl)c(Cl)c1	-10
Cc1ccc(NC(=O)CCCCCNS(=O)(=O)c2ccc(C)cc2)cc1	-4
CC(=O)N(c1ccccc1)C1CCCC1	3
O=C(Nc1cccnc1)c1ccc2c(c1)C(=O)N(c1ccccc1-c1ccccc1)C2=O	12
N#CC1=CCC(c2cccs2)=NC1=O	2
CCCNC(=S)NC1CCCC1	1
CCOC(=O)c1ccc(NC(=S)N2CCN(C/C=C/c3ccccc3)CC2)cc1	-3
Cn1cccc1/C=N\NC(=O)CN1CCN(Cc2ccccc2)CC1	0

Continued.
SMILES	RBX1-CUL1 inh
Cc1ccc(OCC(=O)N(Cc2ccc(N(C)C)cc2)CC2CCCO2)cc1C (stereo unspecified)	6
O=C1c2cccc3cccc(c23)N1CN1CCCCC1	17
O=C(O)c1cccc(OC(=O)C2CCCCC2)c1	-4
CCOC(=O)c1ccc(NC(=O)NC(CC)(C(F)(F)F)C(F)(F)F)cc1	1
Cc1ccc(C2SCCCS2)cc1	-5
Cc1ccc(OCC(=O)Nc2ccccc2Cl)cc1	3
CCC(=O)NC(=S)NNC(=O)COc1ccccc1	6
CCc1ccc2oc(-c3cc(N=Cc4cccc(C)c4O)ccc3O)nc2c1	-9
Cc1[nH]c2ccccc2c1C(c1cccnc1)N1CCC(C)CC1 (stereo unspecified)	6
CCCN1CCC(NC(=O)c2ccc(-c3ccccc3)cc2)CC1	2
c1ccc(-c2nnc(-c3ccccc3)s2)cc1	-11
CN(Cc1ccccc1)S(=O)(=O)c1ccc(Br)c(C(=O)O)c1	8
c1cnc2c(OCc3ccc(COc4cccc5cccnc45)cc3)cccc2c1	-2
O=C1C(=O)N(c2nnc(SCc3ccc(F)cc3)s2)C(c2cccc(O)c2)C1C(=O)c1cc2ccccc2o1 (stereo unspecified)	-2
OC(COCC12CC3CC(CC(C3)C1)C2)CN1CCOCC1 (stereo unspecified)	2
COc1ccc(NC(N)=Nc2nc(C)cc(C)n2)c(OC)c1	6
CC(C)OCCCn1c(=O)c2ccccc2n2c(-c3ccccc3)nnc12	-9
CN1CCCCCC1C(=O)NCc1cccnc1Oc1ccccc1 (stereo unspecified)	13
Clc1cccc(Cl)c1Cn1c2ccccc2c2nc3ccccc3nc21	1
COc1cccc(/C=C2\N=C(c3ccccc3F)OC2=O)c1OC	-8
Cc1ccc(Cl)cc1NC(=O)C1CCCN(S(=O)(=O)c2c(C)noc2/C=C/N(C)C)C1 (stereo unspecified)	7
CCCC(=O)C1=C(N(C)c2ccccc2)CC(C)(C)CC1=O	-9
CO[C@H]1[C@H](NC(=O)Cc2cccs2)c2ccccc2C12CCN(Cc1ccccc1C)CC2	-12
COc1ccc(CC2=NC(=S)N(C(C)c3ccccc3)C2=O)cc1COc1ccccc1 (stereo unspecified)	1
Cc1ccc(Cn2ncc3c(=O)[nH]cnc32)cc1	5
CC(=O)Nc1nnc(SCc2ccc(C(=O)Nc3cc(C)cc(C)c3)cc2)s1	-9
Cc1ccc(NC(=O)CN2C(=O)c3cccnc3Sc3ccccc32)cc1C	-1
COCCCn1c(C)cn2c3c(=O)n(CC(C)C)c(=O)n(C)c3nc12	3
COc1ccc(NC(=O)c2cc(C)on2)cc1Cl	-5
Cc1cc2n(n1)CCCN2C(=O)Nc1ccccc1F	0
Cc1cc2c(cc1S(=O)(=O)CCC(=O)N1CCCC(C)C1)OCC(=O)N2 (stereo unspecified)	2
CCCCOc1ccc(C(=O)N=C(Cc2ccc(Br)cc2)C(=O)NC2CCCCC2)cc1	0
O=c1cc(-c2ccccc2)c2cc3ccccc3cc2o1	7
CC1(C)Cc2nc3sc4c(NCCCO)ncnc4c3cc2CO1	1
CCC(C)NC(=O)CN1C(=O)COc2ccc(S(=O)(=O)N3CCOCC3)cc21 (stereo unspecified)	-9
CC(=O)Oc1c(C(=O)c2nnc(C)o2)c(=O)n(C)c2ccccc12	16
CCC(C)(C)n1c(=O)[nH]c2c(c1=O)CCC2	1
Cc1ccccc1S(=O)(=O)Cc1ccc(C(=O)N2CCN(c3cccc(Cl)c3)CC2)o1	2
CCCCCOc1ccc(Br)c2ccccc12	-13
CC(C)(CO)NCc1ccc(Br)cc1	-6
O=C(NNC(=O)c1ccccc1C(=O)O)c1ccc(Br)cc1	-1
CCOc1ccc(C(CC(=O)O)NC(=O)c2ccco2)cc1 (stereo unspecified)	8
CCC12CN3CC(CC)(CN(C1)C3c1ccc(O)cc1O)C2=O (stereo unspecified)	-2
N#Cc1cn(-c2cc(Cl)ccn2)c(=O)[nH]c1=O	12
N#CC1C=Cc2ccccc2C1C(=O)/C=C/c1ccccc1 (stereo unspecified)	3
COc1cc(NC(=O)Cn2c(=O)cc(C)c3c(C)nn(-c4ccc(C)cc4)c32)cc(OC)c1	-3
CC(=O)Sc1c(-c2ccc(Br)cc2)nn2c3ccccc3n(C)c12	-2
O=C(NN1C(=O)c2cccc3c([N+](=O)[O-])ccc(c23)C1=O)c1ccc([N+](=O)[O-])cc1	8
Cc1ccccc1Sc1ccccc1CC(=O)O	4
CCc1c(C)oc2cc3ccccc3c-2c1C	1
Cc1cc(CNC(=O)C2CCC(=O)N(C3CCCCCC3)C2)no1 (stereo unspecified)	4
Oc1ccc(C(O)c2ccc(F)cc2)cc1F (stereo unspecified)	-2
O=C(c1cnc2sc3c(n2c1=O)CCCC3)N1CCN(Cc2ccccc2)CC1	-5
O=C(CC(SCc1ccco1)c1ccc(Cl)cc1)c1cccs1 (stereo unspecified)	4
Cc1c(Cl)cccc1-n1nc(C)c2c(C(=O)NCc3ccccc3)cc(C3CC3)nc21	8
CC(C)CC(C)NC(=O)C1CCCC1 (stereo unspecified)	0
O=C(c1cn(CCN2CCCCC2)nn1)N1CCC(Oc2ccccc2F)CC1	1
CC1CN(C(=O)Nc2ccc(C(=O)NCc3cccc(F)c3)cc2)c2ccccc2S1 (stereo unspecified)	9
COc1ccc(-c2cn3nc(N4CCCC(C(=O)Nc5cc(C)cc(C)c5)C4)sc3n2)cc1 (stereo unspecified)	-5
Cc1nn2c(C(F)(F)F)cc(-c3ccc(Cl)cc3)nc2c1C(=O)NCc1ccco1	-8

(list continues)
SMILES	RBX1-CUL1 inh
COc1ccc(S(=O)(=O)N(n2c(C)nnc2-n2nc(C)cc2C)S(=O)(=O)c2ccc(OC)cc2)cc1	-7
O=C(Cn1nc(C(F)(F)F)cc1C1CC1)Nc1ccc(S(=O)(=O)N2CCCC2)cc1	6
CN(C)NC(=O)C12CCC(C)(C(=O)C1=O)C2(C)C (stereo unspecified)	-5
O=C(Nc1nnc(-c2ccccc2)s1)c1ccc(Br)c(S(=O)(=O)N2CCCCC2)c1	-9
Cc1ccccc1Cn1cc(C(=O)NCC2(C)COC2)nn1	-5
COC(=O)C1C(=N)OC(C)=C(C#N)C1c1ccccc1C(F)(F)F (stereo unspecified)	-3
COc1ccc(CNC(=O)Cn2c(=O)c3cccn3c3ccccc32)cc1	-3
CC(C)CCSc1nc(N)c2c3c(sc2n1)CC(C)CC3 (stereo unspecified)	-3
CSCCOC(=O)C1C(C)=NC(=O)NC1c1ccc(F)cc1 (stereo unspecified)	-1
O=C(CSc1cn(CC(=O)N2CCOCC2)c2ccccc12)Nc1ccccc1C(F)(F)F	4
COc1ccc(C)cc1Nc1ncnc(N)n1	-4
C/C(=N\NC(=O)c1ccc(OC2CCCC2)cc1)c1ccc(Cl)s1	-2
COC(=O)COc1ccc(NC(=O)COc2ccc(Br)cc2)cc1	7
CCOC(=O)C1=C2N(C)c3ccccc3N2CCC1=O	0

Quoted from the listing:
Reading of `COC(=O)C1C(=N)OC(C)=C(C#N)C1c1ccccc1C(F)(F)F` (stereo unspecified) under RBX1-CUL1 inh: -3
Reading of `C/C(=N\NC(=O)c1ccc(OC2CCCC2)cc1)c1ccc(Cl)s1` under RBX1-CUL1 inh: -2
